# PostGolgi yeast: phenotypic screen on post-Golgi transport, primary screen | post-Golgi transport phenotypic cell assay | inhibition, % at 10 µM | hit rate 0.9% among 98,000 | AID 739, 2007;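 further: yeast cells grown in 1536-well plates; yeast grown about 18 h at 30C before absorbance read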
# S1P2 ag: S1P2 receptor agonists, primary screen, cell-based. activation, % at 4.5 µM. S1P2-expressing cell line, agonist reporter read-out. Sphingosine 1-phosphate receptor 2 (Homo sapiens), O95136. hit rate 0.46% among 97,000. AID 729, 2007; in the data active means activation above about 16%;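 further: 0% = vehicle low control and 100% = maximal reference agonist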
# Target sequence (O95136 whole entry, looked up): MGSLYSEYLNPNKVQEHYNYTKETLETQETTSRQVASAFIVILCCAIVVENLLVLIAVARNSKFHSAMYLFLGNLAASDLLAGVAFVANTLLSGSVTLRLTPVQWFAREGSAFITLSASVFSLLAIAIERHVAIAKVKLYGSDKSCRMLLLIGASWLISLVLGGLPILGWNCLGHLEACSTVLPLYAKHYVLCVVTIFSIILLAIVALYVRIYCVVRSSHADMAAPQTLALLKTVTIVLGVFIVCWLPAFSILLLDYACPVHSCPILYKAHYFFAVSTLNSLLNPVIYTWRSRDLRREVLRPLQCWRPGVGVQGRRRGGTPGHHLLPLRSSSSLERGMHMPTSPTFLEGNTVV
# PostGolgi ctrl: growth inhibition of yeast control strain, primary screen, counter-screen for post-Golgi transport modulator project; inhibition, % at 10 µM; hit rate 5% among 98,000; efflux-deficient yeast background strain, growth absorbance A615, 16 h
# CD11b adhes inh: inhibitors of CD11b/CD18 adhesion to fibrinogen, primary screen, K562 cells, luminescence. Integrin beta-2 (Homo sapiens) + Integrin alpha-M (Homo sapiens), P05107+P11215. hit rate 0.54% among 93,000. AID 1497, 2009. inhibition, % at 10 µM. ATPlite luminescence; Mn2+ added to activate the integrin;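 active means primary inhibition of 50% or more at 10 µM, then 40% or more on retest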; further: some results filed as inactive read as strong as hits
# Ecoli WT expand: growth inhibitors of wild-type E. coli, primary screen, strain BW25113, expanded library, OD600 | OD600 absorbance | growth inhibition, % at 100 µM | hit rate 0.15% among 98,000 | AID 710, 2007;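 active means growth inhibition above about 50% at one test dose, limit read from the data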;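 further: growth measured after 20 h incubation at 37 °C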
# sEH act: soluble epoxide hydrolase activators, primary screen, biochemical, human sEH. hit rate 0.04% among 91,000. AID 717, 2007. purified human sEH enzymatic activity, activator screen. Bifunctional epoxide hydrolase 2 (Homo sapiens), P34913. activation, % at 2 µM; in the data active means activation above about 37%; further: values of inactives mirror those of a sister screen read the other way
# sEH inh: soluble epoxide hydrolase inhibitors, primary screen, biochemical, human sEH; Bifunctional epoxide hydrolase 2 (Homo sapiens), P34913; recombinant human sEH enzymatic activity assay; inhibition, % at 2 µM; hit rate 0.34% among 91,000; AID 707, 2007; in the data active means inhibition above about 80%; further: values of inactives mirror those of a sister screen read the other way; many of its hits are not listed in these tables
# S1P2 blocker: human S1P2 receptor antagonists, primary screen, cell-based; Sphingosine 1-phosphate receptor 2 (Homo sapiens), O95136; cell-based S1P2 antagonist assay, inhibition at 5 uM; inhibition, % at 5 µM; hit rate 0.21% among 97,000; AID 736, 2007; in the data active means inhibition above about 45%;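 further: CRE beta-lactamase reporter cells expressing human S1P2 stimulated with S1P; 0% = agonist at EC80 alone and 100% = agonist plus reference antagonist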
# PLAP activator: PLAP enzyme activators, biochemical, luminescence, HTS; purified PLAP enzyme, luminescent substrate read-out; active compounds read high; activation fold at 20 µM; hit rate 1.2% among 96,000; AID 696, 2007; in the data active means activation fold above about 2
# Target sequence (P05187 whole entry, looked up): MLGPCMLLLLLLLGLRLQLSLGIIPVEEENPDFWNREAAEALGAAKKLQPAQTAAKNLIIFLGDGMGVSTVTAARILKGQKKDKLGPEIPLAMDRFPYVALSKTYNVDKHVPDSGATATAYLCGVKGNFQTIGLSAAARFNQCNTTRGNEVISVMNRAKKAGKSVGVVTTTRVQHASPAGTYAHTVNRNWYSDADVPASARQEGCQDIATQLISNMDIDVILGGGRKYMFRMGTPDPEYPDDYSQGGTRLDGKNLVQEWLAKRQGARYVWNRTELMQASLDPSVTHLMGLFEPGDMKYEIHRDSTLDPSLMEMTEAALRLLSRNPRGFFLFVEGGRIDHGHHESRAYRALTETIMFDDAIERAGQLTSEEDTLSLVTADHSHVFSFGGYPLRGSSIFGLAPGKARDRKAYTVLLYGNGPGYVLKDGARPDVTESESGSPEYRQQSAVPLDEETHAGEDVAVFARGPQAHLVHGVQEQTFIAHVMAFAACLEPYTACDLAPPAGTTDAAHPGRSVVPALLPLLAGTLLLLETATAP
# * hit, by the source's call; · = not tested or not shown. Unless noted, no stated cut-off is given here; in the data, active means inhibition above about 30%; inactive means the rest.
SMILES,PostGolgi yeast,S1P2 ag,PostGolgi ctrl,CD11b adhes inh,Ecoli WT expand,sEH act,sEH inh,S1P2 blocker,PLAP activator
CCC(C)C1NC(=S)N(Cc2ccccc2)C1=O (stereo not drawn),6,-3,14,·,4,8,-10,-18,0.8
O=C(CSc1ncccn1)N/N=C/c1cccs1,5,-10,18,-11,-7,-5,5,-1,1
CCCS(=O)(=O)c1c(S(=O)(=O)CCC)c2cnccn2c1C(=O)c1ccc(CC)cc1,·,-3,·,·,·,9,-5,3,·
CCc1nc2c3cnn(-c4cc(Cl)ccc4C)c3ncn2n1,10,-5,-3,-4,-5,-9,8,-8,1.2
CC1=C/C(=C\c2ccc3c(c2)OCO3)C(=O)S1,6,-6,18,-10,-3,10,-10,-13,0.8
Cn1c(NC(=O)CCc2ccccc2)cc(=O)n(C)c1=O,-5,-2,36*,-8,2,15,-11,-11,0.8
Cc1ccc(/C=N/NC(=O)c2c[nH]c3ccccc23)s1,0,-4,26,-8,7,-6,8,8,0.9
O=C(NCC(c1ccco1)N1CCCC1)c1ccccc1F (stereo not drawn),13,0,5,4,7,-5,7,10,1.4
Cc1n[nH]c(C)c1S(=O)(=O)N1CCCCCC1,1,0,0,-4,-2,6,-4,-26,1.7
O=C(CN1CCN(C(=O)c2ccco2)CC1)Nc1cc(C(F)(F)F)ccc1Cl,1,-1,24,1,-4,-5,6,-16,1.1
CCS(=O)(=O)c1ccc(O)c(NC(=O)Nc2ccccc2)c1,-8,-7,2,-6,19,-2,1,12,1
C/C(=N\O)C(=O)NCC1CCNCC1,-5,0,17,-11,-17,-2,2,0,0.9
Cc1nn(Cc2ccccc2)c2c1C(c1cccc(Cl)c1)C(C#N)=C(N)O2 (stereo not drawn),24,-1,11,6,4,6,-8,-2,1.1
CN1c2ccccc2C(O)=C(C(=S)Nc2ccc(F)c(Cl)c2)S1(=O)=O,17,-3,20,84*,5,10,-7,-48,1.2
COc1ccc(NC(=O)C2C(=O)NC3(C)CC2c2ccccc2O3)cc1 (stereo not drawn),11,-7,8,0,-1,7,-7,2,0.9
C=CCn1c(SCC(=O)Nc2ccccc2OC)nnc1-c1ccccn1,-2,-2,3,·,6,6,-8,5,·
CC12CCC(=O)N1C(C(=O)OCC(=O)Nc1sccc1C#N)CS2 (stereo not drawn),18,-6,5,-8,-4,19,-19,-10,1.4
CCCCN(C(=O)NC(=O)Nc1ccccc1OCC)S(C)(=O)=O,0,1,14,·,17,1,0,14,0.9
Cc1ccc2nsnc2c1S(=O)(=O)NCc1ccncc1,-4,-5,-3,·,-6,4,-4,1,·
O=C(NCCCN1CCC(Cc2ccccc2)CC1)C1CC(=O)N(C2CCCCCC2)C1 (stereo not drawn),4,-3,2,-7,-4,-9,6,0,1.7
Cc1ccc(NC(=O)NC(=O)CSc2nnnn2C)c(C)c1,5,-5,3,8,6,·,·,16,0.7
Cc1c(NC(=O)OC(C)C)sc(=S)n1C,·,-4,·,·,·,7,-7,-4,·
CSc1nc2nc3c(c(=O)n2[nH]1)CCCC3,3,-7,6,-41,2,10,-10,-9,1
O=C(Nc1nc2ccccc2s1)C1CC(=O)N(c2ccc(Cl)cc2)C1 (stereo not drawn),14,-3,40*,-4,-5,9,-8,-20,0.9
O=C(Cn1ccc2ccccc2c1=O)NCCC(=O)NC1CCN(Cc2ccccc2)CC1,-3,-5,49*,22,8,-13,16,11,1.5
CC1(C)CC(=O)C(N=Nc2ccc3ncsc3c2)=C(O)C1,-3,-1,4,-3,3,6,-4,6,1.2
Cc1ccc(CNC(=O)c2ccc(CNc3c(N4CCCC4)c(=O)c3=O)cc2)cc1,-10,-3,11,-3,3,2,-4,-5,1.7
Fc1ccccc1CSc1nc2ncccc2[nH]1,0,-2,2,8,11,-7,5,5,1.1
COC(=O)c1cc(C(=O)OC)cc(S(=O)(=O)Nc2ccc(Cl)c(N)c2)c1,15,-4,14,-2,-2,3,-3,-1,0.8
COC(=O)c1cccc(S(=O)(=O)N(Cc2ccco2)Cc2cc3cc(OC)ccc3[nH]c2=O)c1,-8,-5,13,-35,-3,-8,6,15,1.2
O=C(Nc1ccccc1)Nc1ccc2snnc2c1,·,0,·,·,·,-50,50,-14,·
CCCC(C(=O)NC1CCCC1)N(Cc1cccs1)C(=O)c1snc(C(N)=O)c1N (stereo not drawn),-7,·,4,12,10,·,·,·,1
COc1ccc(-n2ncc3c(NCCCn4ccnc4)ncnc32)cc1,-7,-8,4,·,4,·,·,10,·
O=C(Nc1ccc(Sc2ccc(Br)cc2)cc1)c1ccco1,-3,-8,21,·,-6,-36,38,1,0.9
CC(C)(C)c1ccc(C(=O)N2CCC(C(=O)NCCC3=CCCCC3)CC2)cc1,2,-2,3,·,-7,-85,86*,-10,1.4
CCOc1ccc(Cn2nnc(C(=O)Nc3cc(OC)cc(OC)c3)c2N)cc1,11,-3,6,2,-4,·,·,-4,0.8

# Brought forward from above: four entries, then new ones.
SMILES,PostGolgi yeast,S1P2 ag,PostGolgi ctrl,CD11b adhes inh,Ecoli WT expand,sEH act,sEH inh,S1P2 blocker,PLAP activator
COc1ccc(-n2ncc3c(NCCCn4ccnc4)ncnc32)cc1,-7,-8,4,·,4,·,·,10,·
O=C(Nc1ccc(Sc2ccc(Br)cc2)cc1)c1ccco1,-3,-8,21,·,-6,-36,38,1,0.9
CC(C)(C)c1ccc(C(=O)N2CCC(C(=O)NCCC3=CCCCC3)CC2)cc1,2,-2,3,·,-7,-85,86*,-10,1.4
CCOc1ccc(Cn2nnc(C(=O)Nc3cc(OC)cc(OC)c3)c2N)cc1,11,-3,6,2,-4,·,·,-4,0.8
CCOc1ccc(N2C(=O)c3cccnc3C2Nc2ccc(OC)cc2)cc1 (stereo not drawn),2,-3,12,-12,-2,16,-20,9,1.1
Cc1nc2ccc(C(=O)c3ccccc3)cc2[nH]1,-1,-2,1,96,8,9,-10,0,1
O=C(Nc1cccc2ccccc12)c1ccc(Br)o1,-11,5,1,-8,-2,-11,11,9,0.8
Cc1cc(C)c(C)c(S(=O)(=O)NCC(=O)O)c1C,-1,-2,1,-1,-2,-12,15,-8,0.8
Cc1nnc(NC(=O)C(C)Sc2nncn2C)s1 (stereo not drawn),-1,-1,2,-50,5,-7,10,1,0.9
CCCC(=O)Nc1nc2ccc(NC(=O)c3cccnc3)cc2s1,5,2,6,2,8,2,-2,-13,0.8
CC(C)(C)NC(=O)C(c1ccco1)N(C(=O)c1ccc(CN2CCOCC2)o1)c1ccccc1 (stereo not drawn),-2,-2,5,-2,-5,18,-17,-6,1.5
COC(=O)c1[nH]c2cc(C)ccc2c1NC(=O)CN1CCN(C(=O)c2ccco2)CC1,12,-4,24,·,1,5,-5,0,1.1
Cc1cccc(N2C(=O)C3C4C=CC(C4)C3C2=O)c1 (stereo not drawn),6,-3,-3,-2,1,1,-3,-9,0.8
CCn1c(SCC(=O)OC)nnc1-c1ccncc1,·,-6,·,·,·,0,0,9,·
Cc1ccc2cc(C#N)c(N3CCN(C)CC3)nc2c1,·,-3,·,·,·,0,5,-13,·
COc1cc(C(=O)NCCN2CCCC2)cc(OC)c1OC,·,-4,·,·,·,8,-8,-7,·
C=Cn1nc(C)c2ccccc2c1=O,12,-4,-2,11,5,-7,5,-8,0.9
CN1CCN(Cc2cc(COCc3ccccc3)c3cccnc3c2O)CC1,-12,-4,29,13,22,-2,2,7,2.2*
O=C(c1ccc(Cl)c(S(=O)(=O)NCc2ccccc2)c1)N1CCN(c2ccccn2)CC1,5,-4,13,·,-14,·,·,2,1.1
CCCc1[nH]nc2c1C(c1ccc(OC(=O)N3CCOCC3)c(OC)c1)C(C#N)=C(N)O2 (stereo not drawn),1,-1,1,-28,2,-3,4,3,1.5
CCOc1ccccc1-n1c(SCC(N)=O)nc2ccccc2c1=O,1,-8,12,0,10,10,-10,7,1
COC(=O)COc1ccc2c(-c3ccc(OC)cc3)cc(=O)oc2c1,-2,-3,1,-8,-12,-12,11,-24,0.7
O=C(CSc1ncnc2c1cnn2-c1ccccc1)Nc1ccc2c(c1)OCO2,0,-7,0,·,-11,-13,14,8,0.7
Cc1cc(/C=C(/C#N)C(=O)Nc2ccccc2)c(C)n1-c1cccnc1,4,-2,16,14,-1,-4,6,15,1.1
CCc1oc(C(=O)O)cc1CN(CC)CC,-1,2,7,-9,-9,0,2,-7,0.9
CC(C)CNc1c(N)c(=O)oc2ccccc12,12,-6,0,-1,4,-2,-1,-6,0.9
N#CCC(=N)N1CCN(c2ccccc2Cl)CC1,-1,-8,4,-17,2,-2,5,-6,1
Cc1ccccc1OCC(=O)Nc1sc2c(c1C#N)CCC2,-3,-3,-1,-4,-15,-5,6,1,1
Cc1nn(C)cc1/C=N/NC(=O)C(C)(C)Oc1ccc(Cl)cc1,-4,-3,2,-4,-3,7,-5,0,1.4
COc1ccc(C2=NOC(C(=O)Nc3c(C)n(C)n(-c4ccccc4)c3=O)C2)cc1 (stereo not drawn),0,-2,19,-6,-6,13,-12,20,1
C=CCN=C1SCC(=O)N1S(=O)(=O)c1ccc(C)cc1,27,0,0,-19,-1,-11,10,3,1
Cc1ccc(Sc2ccc(C(=O)NC(C)C)cc2[N+](=O)[O-])cc1,-6,1,9,10,-6,8,-9,9,1
Cn1nnnc1SCc1ccc(F)cc1,1,-4,9,-4,12,5,-6,20,0.9
O=C(CSc1cn(CCNC(=O)c2cccs2)c2ccccc12)NC1CCCC1,-8,0,10,10,-5,-9,6,-3,1
Cc1nc(-c2ccccc2)nc2[nH]c(-c3ccccc3)cc(=O)c12,-1,-2,2,-3,-6,5,-6,-14,1
CCOC(=O)C(CC)n1cnc2c(cnn2-c2ccc(Cl)cc2)c1=O (stereo not drawn),1,-1,-2,8,9,·,·,14,1
CC(C)(C)NC(=S)Nc1ccc(Br)cc1,9,-1,7,5,8,27,-29,-8,1
COc1ccc(OCC(=O)NCCc2ccc(S(N)(=O)=O)cc2)cc1,3,-8,-1,-9,8,21,-22,-17,0.8
CCN1CCc2nc(NC(=O)Cc3ccc4c(c3)OCCO4)sc2C1,13,-5,-8,3,-5,·,·,6,1.8
COCCCn1c(C2CCCCC2)nc2oc3cc(OC)ccc3c(=O)c2c1=O,-2,-9,7,-3,2,12,-11,4,1.6
Cc1cccc(C)c1NC(=O)Cn1nnc(-c2ccc(N3CCOCC3)cc2)n1,0,-2,-4,-1,-2,11,-11,-5,1
CCOc1ccc2nc(SCC(=O)c3ccc(C)s3)sc2c1,-7,-1,2,-25,-11,8,-6,-14,1.1
Cc1ccc(SCc2c(C#N)c3ccccc3n2C)cc1,·,-3,·,·,·,8,-6,-2,·
Cc1ccccc1OCC(=O)O/N=C(\N)Cc1ccc(Cl)cc1,-1,-5,11,7,8,-12,14,-16,0.8
COc1ccc(N2CCN(C(=O)CN(c3ccccc3)S(=O)(=O)c3ccc(OC)cc3)CC2)cc1,-2,-4,11,0,0,-4,3,-11,1
CC(C)CCNC(=O)C(Cc1ccccc1)NS(=O)(=O)c1ccc2c(c1)c(=O)n(C)c(=O)n2C (stereo not drawn),-5,-3,-4,-6,-8,-8,7,-8,1
N#CC1=C(SCc2ccc(C#N)cc2)N=C(N)C(c2nc(-c3ccccc3)cs2)C12CCCCC2 (stereo not drawn),2,-3,9,-3,-27,-18,20,19,1
O=C(Nc1cccc(-c2nc3ncccc3o2)c1)c1sc2cc(Cl)ccc2c1Cl,1,-4,7,5,2,14,-13,9,1.3
Cc1cc(C)n(-c2nc3ccccc3c(=O)n2OCC(=O)OCc2ccccc2)n1,4,-1,8,15,8,17,-17,13,1

# Screening data (PubChem BioAssay)
